# Screens: PubChem BioAssay, NCI
# NCI-60 one-dose screen, 48 h, at 10 µM unless noted. Numbers give growth in % (100 = growth as untreated, 0 = no growth, -100 = all killed).
# ACHN: ACHN renal cancer; 81,000 tested, 4.9% active; AID 1794771
# U251: U251 CNS tumor cells | 80,000 tested, 5.4% active | AID 1794753
# A498: A498 renal cancer cells; 76,000 tested, 5.4% active; AID 1794774
# TK-10: TK-10 renal cancer cells | AID 1794769 | 81,000 tested, 3.9% active
# UO-31: UO-31 renal cancer. 81,000 tested, 5.2% active. AID 1794768
# RXF 393: RXF 393 renal cancer cells; 77,000 tested, 6.9% active; AID 1794773
# 786-0: 786-0 renal cancer cells. 81,000 tested, 5.1% active. AID 1794775
# CAKI-1: CAKI-1 renal cancer | 75,000 tested, 4.7% active | AID 1794772
# SN12C: SN12C renal cancer cells; 81,000 tested, 3.8% active; AID 1794767
# An asterisk follows results filed as active; . = no result given; [ ] = remark or other dose. How the source made its calls: active means growth percent below 10; inactive means the rest.
compound	ACHN	U251	A498	TK-10	UO-31	RXF 393	786-0	CAKI-1	SN12C
Cc1cc(O)ccc1O	105	107	103	123	94	112	75	.	95
CCOC(=O)c1c(NCC(=O)Nc2cccc(Cl)c2)sc2c1CCCC2	89	64	.	146	76	87	106	68	73
COc1cc(-c2cn(-c3ccc(/C=C/C(=O)c4cc(-c5cccc(Cl)c5)ccc4O)cc3)nn2)cc(OC)c1OC	101	103	114	90	72	58	82	87	95
C/C(=C(/c1ccc(O)cc1)c1ccc(OCCN2CCCCCC2)cc1)c1ccccc1	59	41	75	93	29	26	36	39	57
Cc1sc(N/N=C/c2cn(-c3ccc(C(=O)O)cc3)nc2-c2ccc(C(=O)O)cc2)nc1C(F)(F)F	95	99	87	107	67	103	96	94	98
Cn1cc(-c2cc(N)n3nc(-c4cn(C)c5ncc(Br)cc45)cc3n2)c2cc(Br)cnc21	1.2*	-62*	114	-10*	46	23	-41*	57	12
C=CC(C)(O)CC/C=C(\CO)C(=O)OC1C(C)OC(O[C@](C)(C=C)CC/C=C(\CO)C(=O)O[C@H]2C[C@@]3(C(=O)OC4OC(CO)C(O)C(O)C4OC4OC(C)C(OC5OC(CO)C(O)C5O)C(OC5OC(CO)C(O)C(O)C5O)C4O)C(CC2(C)C)C2=CCC4[C@@]5(C)CC[C@H](OC6OC(COC7OC(C)C(O)C(O)C7OC7OCC(O)C(O)C7O)C(O)C(O)C6NC(C)=O)C(C)(C)C5CC[C@@]4(C)[C@]2(C)C[C@H]3O)C(O)C1O (stereo partly drawn)	-88*	-85*	-81*	-83*	-58*	-31*	-77*	-70*	-30*
CCC(C)NC(=O)c1ccc(Cl)cc1Cl (stereo not drawn)	110	97	93	100	95	108	97	97	103
Cc1ccc(S(=O)(=O)N(CCc2ccc(Cl)cc2)S(=O)(=O)c2ccc(C)cc2)cc1	95	.	115	84	70	.	94	73	105
Cc1onc(-c2c(Cl)cccc2Cl)c1C(=O)SC1=NC(C)N2C(SC(=O)c3c(-c4c(Cl)cccc4Cl)noc3C)=NC(C)N12 (stereo not drawn)	107	110	130	91	75	106	99	.	105
c1ccc(CNc2cccnc2)cc1	94	.	108	108	82	95	104	104	99
COc1ccc(NC(=O)CSc2nnc(-c3cc(-c4ccc(OC)cc4)nc4ccccc34)n2-c2ccccc2)cc1	102	98	98	104	77	100	103	85	102
O=C(NNc1nc2cc(F)ccc2n2c(CN3CCCCC3)ccc12)c1cnccn1	-98*	-85*	-88*	-93*	-72*	-83*	-98*	-79*	1.0*
COc1ccc(/C=C/c2nc(Nc3ccc(S(=O)(=O)NC(C)=O)cc3)c3ccccc3n2)cc1	69	75	9.6*	92	81	103	84	60	87
O=C(CCCCCCN1CC(=O)N2[C@@H](c3ccc(F)cc3)c3[nH]c4ccccc4c3C[C@H]2C1=O)NO	89	88	77	94	69	87	90	78	78
N/C(=N\c1nc2ccccc2s1)NC(=O)Nc1cccc2ccccc12	42	14	-11*	55	53	-2.3*	35	30	44
CC(C)C[C@H](NC(=O)OCc1ccccc1)C(=O)C1CO1 (stereo partly drawn)	102	93	102	109	87	105	106	91	100
NC(N)=NN=C1CCC(C2CCCCC2)CC1 (stereo not drawn)	99	71	.	97	78	101	101	85	81
OCCNC(Cc1ccccc1)C1CC=CCC1 (stereo not drawn)	103	93	105	83	82	108	90	99	99
CCOC(=O)C(F)(C#N)C(C)CC (stereo not drawn)	94	98	101	97	96	135	93	88	103
COc1ccc2[nH]c(O)c(C(=Nc3ccc(N(C)C(=O)CN4CCN(C)CC4)cc3)c3ccccc3)c2c1	25	45	-11*	52	19	-25*	42	25	20
CCn1cnc2c1c(=O)[nH]c(=O)n2CC1CCC(CNS(=O)(=O)c2ccc(OC3CCOCC3)c(F)c2)CC1 (stereo not drawn)	72	68	67	34	55	53	47	46	63
COc1cc(-c2nnc(Nc3c(C)cccc3C)o2)ccc1O	97	104	102	97	88	89	94	.	100
CC1=C(C)C(=O)OC([C@](C)(O)[C@]2(O)CC[C@@]3(O)[C@@H]4C[C@H]5O[C@]56CC=CC(=O)[C@]6(C)[C@H]4CC[C@]23COC(=O)c2ccc(C)o2)C1 (stereo partly drawn)	-96*	-85*	-78*	-90*	-97*	-89*	-64*	-87*	-61*
CCOC(=O)/C(C)=N\NC(N)=S	101	93	95	100	87	118	102	108	94
C=CCOc1c(CCC)cc(C(=O)OCC)cc1CCC	103	107	119	95	82	104	103	103	93
COc1cc(-c2cc(-n3nnnc3-c3ccccc3)no2)cc(OC)c1OC	96	98	88	110	88	101	101	89	106
COc1ccc(OC)c(/C=C/c2nnc(Nc3ccc(Cl)cc3)s2)c1	116	102	.	94	110	96	96	100	92
O=C(C(/C=N\C(=S)Nc1ccccc1Cl)=C(/O)c1ccccc1)c1ccccc1	87	50	79	120	71	78	94	89	76
CC(=O)Nc1ccc(C)cc1	100	103	114	108	89	123	105	104	104
COc1ccc2c(c1)N(CCO)C1=C(C(=O)OC1)C2c1ccc(OC)c(OC)c1 (stereo not drawn)	44	35	15	59	61	28	42	52	61
CCOC(=O)c1cc(C(=O)c2ccc(OC)c(OC)c2)n2cnc(-c3ccc(Cl)cc3)cc12	96	95	95	105	79	97	94	.	91
N#C/C(=C\c1c(-c2ccccc2)[nH]c2ccccc12)C(=O)Nc1ccc(Cl)cc1	80	87	73	109	76	90	86	110	82
CC1(C)CC[C@]2(C(=O)NCCNCCN)CC[C@]3(C)C(=CC[C@@H]4[C@@]5(C)CCC(=O)C(C)(C)[C@@H]5CC[C@]43C)[C@@H]2C1	12	-70*	81	127	88	50	78	27	14
NC(=Nc1ccccc1)N(c1ccccc1)c1ccccc1	112	101	104	119	94	129	112	98	100
CC(=O)Nc1ccc(S(=O)(=O)NC(CCC(=O)Nc2ccccc2)C(=O)O)cc1 (stereo not drawn)	88	96	57	118	59	109	100	88	100
Cc1ccc(NC(=O)N2CCN(C)CC2)cc1	103	97	99	92	87	100	100	.	97
O=C(Nc1nc2ccc(F)cc2s1)c1cccnc1Nc1ccc(Cl)cc1	39	22	18	27	56	60	56	20	18
CN1CCc2c(sc3nc4n(-c5ccc(Cl)cc5)c(=O)c(=O)[nH]n4c(=O)c23)C1	106	104	.	103	84	116	95	89	103
Cc1c(-c2ccccc2)nnn1-c1ccc(F)cc1F	98	.	89	128	104	99	103	104	99

# As entered above.
# Under SN12C, CCOC(=O)c1cc(C(=O)c2ccc(OC)c(OC)c2)n2cnc(-c3ccc(Cl)cc3)cc12 is entered as 91
# Under ACHN, O=C(NNc1nc2cc(F)ccc2n2c(CN3CCCCC3)ccc12)c1cnccn1 is entered as -98*
# Under CAKI-1, O=C(CCCCCCN1CC(=O)N2[C@@H](c3ccc(F)cc3)c3[nH]c4ccccc4c3C[C@H]2C1=O)NO is entered as 78
# Under TK-10, CCOC(=O)C(F)(C#N)C(C)CC (stereo not drawn) is entered as 97
# Under RXF 393, CC(=O)Nc1ccc(S(=O)(=O)NC(CCC(=O)Nc2ccccc2)C(=O)O)cc1 (stereo not drawn) is entered as 109
# Under UO-31, Cc1ccc(NC(=O)N2CCN(C)CC2)cc1 is entered as 87
# Under SN12C, Cc1ccc(S(=O)(=O)N(CCc2ccc(Cl)cc2)S(=O)(=O)c2ccc(C)cc2)cc1 is entered as 105

# Further structures follow:
compound	ACHN	U251	A498	TK-10	UO-31	RXF 393	786-0	CAKI-1	SN12C
O=C1OCC2=C1C(c1ccc3c(c1)OCO3)CC(=O)N2c1cccc(Cl)c1 (stereo not drawn)	103	100	85	100	85	96	110	90	96
COc1ccc(CN2[C@H](C)[C@@H](O)[C@@H](O)[C@H](C(C)C)N(Cc3ccccc3)S2(=O)=O)cc1	108	86	100	106	99	85	90	92	124
NC(=O)CSc1oc(-c2ccccc2)nc1S(=O)(=O)c1ccc(F)cc1	96	96	86	116	79	107	100	89	99
CSc1nc(-c2ccco2)c(C#N)c(=O)n1C	100	103	103	104	112	112	104	89	110
CN(C)C(=O)OCCOc1c(Cl)cc(Cl)c(Cl)c1[N+](=O)[O-]	103	100	84	126	66	108	87	85	96
C[N+]1(CCC[N+]2(C)CCCCCC2)CCCCCC1	102	106	95	101	93	138	96	102	93
C=CC(=O)N[C@@H](Cc1ccc(-c2cc(Cl)cc(Cl)c2)cc1)[C@@H](O)[C@H](O)C(=O)O	100	92	.	99	84	.	99	92	96
CC(=O)N1N=C(c2ccccc2)CC1c1[nH]c(C)c(C(=O)NCC(F)(F)F)c1C (stereo not drawn)	107	105	61	112	87	90	111	95	100
CCCCNC(=O)Oc1ccc(/C(=C(/CC)Cc2ccccc2)c2ccc(OCCN3CCCC3)cc2)cc1	98	97	100	90	81	97	86	.	95
O=C(/C=C\C(=O)OCCOc1ccccc1)OCCOc1ccccc1	105	92	111	107	80	98	104	95	90
O=C(NCc1ccccc1)Nc1ccc2cc3ccc(NC(=O)NCc4ccccc4)cc3nc2c1	105	100	.	114	91	96	101	90	101
O=C(Cn1c(O)c(C=Nc2ccc(S(=O)(=O)Nc3ncccn3)cc2)c2ccccc21)c1ccc(Cl)cc1	91	111	71	130	55	80	90	67	84
Clc1ccc2nc(-c3ccc(-c4ccc(/C=N/NC5=NCCN5)cc4)s3)cn2c1	103	97	77	123	73	83	96	106	89
CC1(C)CC(=O)c2c(nn(-c3ccccc3)c2-c2cn(-c3ccccc3)nc2-c2ccc(N)cc2)C1	98	89	93	117	72	106	89	72	90
O=C1OC2N(C(=O)CSc3ccccc31)C13CCC(=O)N1c1ccccc1C(=O)C2(c1ccccc1)O3 (stereo not drawn)	104	105	104	105	78	109	100	.	93
CCCCNc1ccccc1	109	103	79	102	75	99	113	110	101
CCOC1Oc2ccccc2C(=O)/C1=N/c1nccs1 (stereo not drawn)	85	82	115	99	89	102	100	77	76
COc1cc(C(=O)NC(=S)Nc2ccc3ccccc3c2)cc(OC)c1OC	94	102	.	117	67	94	116	75	104
CN(c1ccccc1)S(=O)(=O)CS(=O)(=O)N(C)c1ccccc1	105	112	99	113	85	129	105	98	95
Cc1nc(C(Cl)Cl)nc2cc(-c3ccccc3)nn12	81	106	105	100	78	111	98	86	98
CSc1ncnc2c1nnn2C1OC(COC(=O)c2ccccc2)C(OC(=O)c2ccccc2)C1OC(=O)c1ccccc1 (stereo not drawn)	65	97	57	56	64	69	62	69	62
COC(=O)[C@H](C)Nc1nc(N)nc(N(C)c2ccccc2)c1C=O	101	99	125	106	83	111	94	101	99
N#Cc1ccc(-c2ccc(N)c(NC(=O)N3Cc4cc(CN5CCCC5)cnc4C3)n2)cc1	105	84	83	68	77	98	92	87	96
N=c1sc(Cc2cc(Cl)ccc2Cl)cn1CC(=O)c1ccccc1	37	40	49	61	44	77	78	21	63

# By substructure: those above with a COOH group.
compound	ACHN	U251	A498	TK-10	UO-31	RXF 393	786-0	CAKI-1	SN12C
Cc1sc(N/N=C/c2cn(-c3ccc(C(=O)O)cc3)nc2-c2ccc(C(=O)O)cc2)nc1C(F)(F)F	95	99	87	107	67	103	96	94	98
CC(=O)Nc1ccc(S(=O)(=O)NC(CCC(=O)Nc2ccccc2)C(=O)O)cc1 (stereo not drawn)	88	96	57	118	59	109	100	88	100
C=CC(=O)N[C@@H](Cc1ccc(-c2cc(Cl)cc(Cl)c2)cc1)[C@@H](O)[C@H](O)C(=O)O	100	92	.	99	84	.	99	92	96

# (more compounds)
compound	ACHN	U251	A498	TK-10	UO-31	RXF 393	786-0	CAKI-1	SN12C
O=C(NNC(=S)Nc1ccccc1)c1ccc2nc(-c3ccc([N+](=O)[O-])cc3)[nH]c2c1	96	116	61	126	91	104	104	102	103
Cc1cccc(NC(=S)NCCc2ccccn2)c1	102	97	89	120	129	163	101	111	108
CC(=O)Nc1ccc(O)cc1[N+](=O)[O-]	109	111	127	106	94	125	110	.	106
COc1cc(-c2nc(-c3nc4cc(C(=O)c5ccccc5)ccc4[nH]3)cc3c2[nH]c2ccccc23)cc(OC)c1OC	87	82	105	106	73	94	97	84	90
CC1(C)O[C@@H]2CC3C4C[C@H](F)C5=CC(=O)CC[C@]5(C)C4[C@@H](O)C[C@]3(C)[C@]2(C(=O)CO)O1 (stereo partly drawn)	.	99	109	120	71	121	112	78	52
CS(=O)(=O)c1ccc(C(F)(F)F)cc1NC(=O)Nc1cnc(Oc2ccc(-c3cc(Cl)cnc3N)cc2)nc1	30	36	32	49	16	52	60	64	.
O=C(CSc1nc2sc3c(c2c(=O)n1Cc1ccccc1)CCCC3)N1CCOCC1	94	89	.	97	63	93	94	79	97
Cn1cccc1-c1cc(-c2cccs2)c(C#N)c(=O)[nH]1	101	99	.	107	75	91	101	91	90
CCN(CC)c1ccc(-c2nnc(CN3C=NC4C(N5CCOCC5)=NC=NC43)o2)cc1 (stereo not drawn)	107	100	.	106	80	108	100	89	98
O=C(Nc1ccccn1)[C@H](O)[C@@H](O)C(=O)N1CCOCC1	112	96	108	96	104	119	107	105	97
COc1ccc2c(OCc3nnc4ccc(-c5ccccc5)nn34)ccnc2c1	97[2.5 µM]	110[2.5 µM]	89[2.5 µM]	94[2.5 µM]	75[2.5 µM]	-14*[2.5 µM]	94[2.5 µM]	75[2.5 µM]	104[2.5 µM]
CCOC(=O)CSc1nc2nc(Cl)c(Cl)nc2[nH]1	103	101	86	102	102	115	101	90	107
O=[N+]([O-])c1ccc(Cl)c(C(F)(F)F)c1	106	105	103	103	90	113	105	97	115
O=C(NCN1C(=O)c2cccc3cccc(c23)C1=O)N1CCOCC1	102	100	105	106	77	95	106	88	101
COc1cccc(-c2nc(N)nc(N)n2)c1O	106	95	86	112	82	121	105	97	104
CC(=O)OCC1CC(COC(C)=O)C(COC(C)=O)CC1COC(C)=O (stereo not drawn)	94	96	110	100	86	108	108	97	101
O=C(O)CCc1nc2ccccc2[nH]1	101	107	81	108	81	103	107	95	105
Oc1ccccc1/C=C/c1nc2ccccc2n2c(-c3ccc(Cl)cc3)nnc12	62	62	79	71	29	57	65	55	60
